Screening results as filed in PubChem.
Autophagy mod = autophagy modulation, high-content screen; MEF GFP-LC3 puncta imaging; test concentration mostly 10 µM; calls only at 10 µM (by protocol); AID 463193; actives 0.98% (n = 190,000);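 active = percentage of spot-positive cells more than 3 SD above its plate mean, without a fluorescence outlier flag or 80% toxicity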;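 also: spot-positive cell cutoff set from DMSO-treated cells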
CSM14.1 death rescue = protection against thapsigargin-triggered cell killing – 384-well, CSM14.1, ATP luminescence, primary screen (AID 1222); CSM14.1 thapsigargin-induced death rescue, ATP luminescence; higher % means a stronger effect; cellular ATP content (survival), % at 20 µM, or EC50 in µM where a hit was titrated; 190,000 tested, under 10 active;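 active = EC50 below 50 µM in the dose-response confirmation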;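 also: death triggered by thapsigargin at about 15 µM added after 2 h compound pretreatment; cell ATP read after overnight thapsigargin exposure of roughly 18 to 22 hours; normalized against plate controls of thapsigargin alone and 5% DMSO vehicle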
Hep lipid drop = modulators of hepatic lipid droplet formation | actives 0.4% (n = 240,000) | inhibition, % at 6.5 µM | AML12 mouse hepatocytes, oleate lipid droplets, BODIPY imaging;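 active = lipid droplet intensity inhibited by at least 50%, with more than 500 cells counted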
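Assay system: AML12 hepatocytes (mouse) / Also added: 100 µM oleic acid challenge / Times: overnight treatment with compound plus oleate / Detection: high-content imaging of BODIPY-stained droplets and DAPI nuclei / Evaluation: % inhibition of lipid droplet signal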
Yfh1-off respiration = enhancers of respiration in Yfh1-depleted yeast, dose response, Friedreich's ataxia, plus single-dose screen (AID 1465). S. cerevisiae Yfh1-off respiration, WST-1 reduction, 72 h; higher fold induction means a stronger effect. fold induction at 50 µM; hits with a dose series show EC50 in µM. actives 0.074% (n = 220,000);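 active = fold induction of absorbance versus untreated yeast above a set limit, then at least 30% activation at any dose in follow-up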;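 also: activators that raise dye reduction in frataxin-depleted yeast; strong numbers were not always called active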
P. falciparum M1AAP = malaria alanyl aminopeptidase activity blockers – biochemical, fluorogenic H-Leu-NHMec substrate, 1536-well (AID 1445); recombinant M1AAP, H-Leu-NHMec fluorogenic kinetic assay; higher % means a stronger effect; one-dose inhibition, % at 30 µM; IC50 in µM for titrated hits; actives 0.42% (n = 220,000);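 active = primary inhibition above the hit cutoff, then over 50% inhibition at one or more dose response concentrations, cut at about 23% in these data, passing the limit was not always enough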;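 also: plate controls were DMSO full reaction for no effect and no enzyme background for full effect; strong numbers were not always called active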
Dynein transport = blocks dynein driven cargo transport along microtubules; 3617.4 mouse cells, GR-EGFP nuclear translocation imaging; test concentration mostly 20 µM; stimulated with dexamethasone, 1 µM; hits give low values; z-score, hits read low; actives 0.47% (n = 220,000);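 active = plate z-score of nuclear minus cytoplasmic receptor signal below a set negative limit, without overly bright fluorescence or cell loss, cut at about -3.5 in these data, passing the limit was not always enough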;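 also: z-score of nuclear minus cytoplasmic ring GR-EGFP intensity difference per well; some compounds called inactive have numbers as strong as hits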
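Medium: Induction medium lacking tetracycline, stripped serum | Probe or stimulus: 1.0 µM final dexamethasone stimulus | Schedule: 48 h induction, then 1 h compound, then 30 min agonist, 37 °C | Signal: Automated 10x imaging of fixed Hoechst-stained cells | Evaluation: Per-cell GR-EGFP intensity, nucleus versus surrounding cytoplasmic ring, well-averaged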
Ins promoter up = MIN6 insulin promoter up-regulation; z-score at 5 µM; actives 0.3% (n = 190,000); MIN6 insulin promoter-GFP reporter, high-content imaging; hits give high values;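 active = z-score above 3 at 5 µM with at least 500 cells counted in the well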
P. falciparum M17LAP = P. falciparum M17LAP inhibitors, primary screen, biochemical, fluorogenic H-Leu-NHMec substrate, 1536-well (AID 1619) | actives 0.38% (n = 220,000) | recombinant M17LAP, H-Leu-NHMec fluorogenic kinetic assay; higher % means a stronger effect | inhibition, % at 30 µM, or IC50 in µM where a hit was titrated;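 active = compound inhibiting the enzyme by more than half at any dose during confirmatory dose-response retesting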;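 also: plate controls were full reaction with DMSO carrier for no effect and no enzyme background for full effect; strong numbers were not always called active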
MT stabilizer = microtubule stabilizers in HeLa cells | AID 2205 | HeLa tubulin immunostaining HCS, 24 h; share of cells brighter than vehicle mean+2SD | % tubulin-high responders, % at 10 µM | actives 0.83% (n = 200,000);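 active = plate Z-score above 3 for both tubulin-high and condensed-nucleus cell shares, with cell loss under 80%, at 10 µM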;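 also: anti alpha tubulin signal scored within the nucleus-defined area of each cell; some results filed as inactive read as strong as hits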
Dynein transport cytoplasmic EGFP = recorded beside Dynein transport, whose call it bears; z-score; measured here: cytoplasmic GR-EGFP intensity; hits give high values
Dynein transport nuclear GR-EGFP = second read-out of Dynein transport, no call of its own (marks repeat the call); z-score; measured here: nuclear GR-EGFP intensity;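 lower value marks the stronger effect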
Dynein transport cell count = also measured in Dynein transport; calls as there; z-score; measured here: cell count per field
Ins promoter up cell count = also measured in Ins promoter up; calls as there; cell count; measured here: cytotoxicity, nuclei count;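 total cells summed across four imaged fields per well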
Hep lipid drop cells 6.5 µM = further read-out of Hep lipid drop, marked with its call; cell count; measured here: cell count, cytotoxicity flag;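 cells counted across two imaged fields per well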
MT stabilizer Hoechst-high % = second read-out of MT stabilizer, no call of its own (marks repeat the call); % Hoechst-high responders; measured here: nuclear condensation Hoechst responders;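 share of cells brighter than vehicle mean plus two SD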
MT stabilizer cytotoxicity % = recorded beside MT stabilizer, whose call it bears; toxicity, %; measured here: cytotoxicity by cell density;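 0% = mean cell density of plate MIN control wells and 100% = no cells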
Autophagy mod cell loss 18 h = also measured in Autophagy mod; calls as there; toxicity, %; measured here: cell loss, nuclei count;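 cell loss after 18 h compound exposure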
* = called active by the depositor; i = inactive; . = not tested or not shown.

SMILES | Autophagy mod | Autophagy mod cell loss 18 h | CSM14.1 death rescue | Hep lipid drop | Hep lipid drop cells 6.5 µM | Yfh1-off respiration | P. falciparum M1AAP | Dynein transport | Dynein transport cytoplasmic EGFP | Dynein transport nuclear GR-EGFP | Dynein transport cell count | Ins promoter up | Ins promoter up cell count | P. falciparum M17LAP | MT stabilizer | MT stabilizer Hoechst-high % | MT stabilizer cytotoxicity %
Nn1cnc2c(c1=O)C1(CCCCC1)Cc1ccccc1-2 | i | 22.3 | -1.1% | 2.2 | 640 | i | 1.4% | 0.0639 | -0.284 | 0.167 | 0.638 | -0.06 | 1355 | -0.9% | 1.9 | 1.8 | 5.1
Cc1cc(C)cc(N(CC(=O)NCC2CCCO2)C(=O)CCC(=O)Nc2cc(C)on2)c1 (centres undefined) | i | 14.7 | 0.0% | . | . | . | 1.6% | 1.3 | -0.243 | 0.807 | -0.63 | 0.39 | 968 | -15.3% | 3.7 | 1.3 | 2.2
CN(C)c1ccc(C(=O)NNC(=O)Nc2ccccc2)cc1 | i | -16.7 | 0.4% | 1.2 | 700 | i | 5.2% | -0.909 | -0.227 | 0.177 | 0.406 | 0.05 | 1152 | -2.4% | 1.5 | 2.6 | 11.7
COc1ccc(N2C3=[N+](CC2(C)O)c2ccccc2CC3)cc1 (centres undefined) | i | -4.0 | -0.1% | . | . | i | 14.6% | -0.839 | -0.353 | -0.395 | 0.572 | -0.48 | 981 | 8.8% | 3.3 | 2.5 | 1.0
Cc1cc(NC(=O)/C=C/c2ccccc2)c(C(C)C)cc1O | i | -2.4 | 0.1% | 2.2 | 645 | i | 5.4% | -0.566 | -0.35 | 0.0707 | 0.317 | -0.04 | 1362 | 0.3% | 3.2 | 2.0 | 9.4
CCOP(=O)(OCC)C(NC(=O)Nc1cccc(Cl)c1)c1ccccc1 (centres undefined) | i | 19.1 | -3.5% | -8.2 | 749 | i | 0.5% | -0.466 | 0.543 | 0.381 | 0.707 | 0.21 | 1258 | -5.7% | 5.0 | 1.4 | 11.8
COc1ccc2nc(NC(=O)CSc3nnc4n3C(C)(C)Cc3ccccc3-4)sc2c1 | i | 15.4 | 1.2% | . | . | i | 0.4% | -0.21 | -0.35 | -0.0707 | 0.437 | 0.9 | 1074 | 3.7% | 2.5 | 3.6 | 10.3
O=C(N/N=C/c1cn[nH]c1-c1ccc(F)cc1)c1ccncc1 | i | -16.2 | -1.6% | -0.9 | 634 | i | 2.2% | 0.282 | -0.247 | 0.167 | -0.386 | 0.2 | 1324 | 15.1% | 1.9 | 2.7 | 1.5
O=C(/C=C/c1ccco1)N/C(=C\c1ccccc1)C(=O)NCCc1nc2ccccc2[nH]1 | i | -1.5 | -2.2% | 0.1 | 619 | i | -1.3% | 1.8 | -0.118 | 0.986 | -0.316 | 0.21 | 1108 | 3.5% | 1.8 | 2.9 | 10.2
COc1cc(C(=O)Nc2ccc(NC(=O)C(C)C)nc2)cc(OC)c1OC | . | . | 0.0% | -0.6 | 775 | i | . | . | . | . | . | -1.16 | 1202 | . | . | . | .
COc1cc(NS(=O)(=O)c2ccc(OC)c(OC)c2)cc(OC)c1 | i | 4.2 | 2.7% | 1.2 | 818 | i | 1.2% | 2.14 | -0.23 | 0.871 | 0.161 | -0.56 | 1379 | -1.4% | 2.4 | 1.0 | 4.2
Cc1ccccc1N(CC(N)=O)S(C)(=O)=O | i | 9.4 | -1.7% | . | . | i | -1.4% | 0.457 | -0.15 | 0.232 | -0.457 | 0.78 | 997 | -9.3% | 1.3 | 1.3 | 6.0
O=C(c1cn(-c2ccccc2)nc1-c1ccncc1)n1nnc2ccccc21 | i | 21.7 | . | . | . | i | . | -0.23 | -0.18 | -0.184 | 0.208 | . | . | . | 3.9 | 2.1 | 3.8
CCN(CC(=O)Nc1ccc(S(N)(=O)=O)cc1)S(=O)(=O)c1cc(C)ccc1OC | i | -4.4 | 3.5% | 1.7 | 760 | i | 1.1% | -0.504 | -0.268 | -0.457 | 0.645 | -0.33 | 1191 | 7.9% | 2.9 | 1.5 | 4.7
O=C(Nc1c2c(nn1-c1ccc(Cl)cc1)CS(=O)(=O)C2)c1ccc2c(c1)OCO2 | i | 0.3 | 0.6% | 6.9 | 625 | i | 0.6% | -0.409 | 0.00875 | -0.4 | -0.604 | -0.32 | 1844 | -8.3% | 4.9 | 3.6 | 3.3
CN(C)S(=O)(=O)c1cccc(NC(=O)Cc2ccc(Cl)cc2)c1 | i | 15.3 | -2.1% | 6.1 | 572 | i | 4.1% | -0.281 | -0.307 | -0.498 | 0.411 | 0.37 | 1343 | 23.6% | 3.5 | 2.5 | 7.8
Cn1ccnc1SCC(=O)Nc1ccc2c(c1)OC(F)(F)O2 | i | -8.3 | -0.4% | 8.6 | 715 | i | -2.8% | -0.962 | -0.163 | -0.708 | 0.0223 | 0.28 | 1377 | 13.3% | 1.2 | 2.3 | 9.4
CCOC(=O)CN1CC23C=CC(O2)C(C(=O)N2CCN(c4ccc(F)cc4)CC2)C3C1=O (centres undefined) | i | 8.1 | . | 8.2 | 706 | i | 4.2% | -1.01 | -0.223 | -0.19 | 1.11 | . | . | 7.5% | 3.2 | 2.8 | 9.8
CCOC(=O)Cn1cnc2c(cnn2-c2ccc(Cl)cc2)c1=O | i | 3.8 | -1.2% | . | . | i | 4.5% | -0.179 | 0.37 | 0.119 | 0.377 | -0.19 | 1217 | 5.1% | 5.6 | 2.0 | 4.3
CCn1c(SCC(=O)N/N=C/C=C\c2ccccc2[N+](=O)[O-])nnc1-c1ccccc1 | i | -4.2 | 2.7% | . | . | i | 8.1% | 0.104 | -0.356 | 0.268 | 0.0588 | -0.18 | 1597 | 7.3% | 1.0 | 1.5 | 10.6
COCCNC(=O)Cc1ccc(F)cc1 | i | -2.3 | -5.3% | 13.6 | 671 | i | 1.9% | -0.856 | -0.314 | -0.831 | 1.39 | 3.03* | 1305* | 9.5% | 6.6 | 2.2 | 4.6
CCN(CC)CCNC(=O)Cn1nc(Cc2cccnc2)c2ccccc2c1=O | i | 9.9 | 4.6% | . | . | i | 7.9% | 2.32 | -0.0466 | 1.79 | -1.04 | -0.68 | 919 | 9.7% | 5.6 | 3.5 | 6.4
CC(=O)Nc1sc(NC(=O)c2ccc([N+](=O)[O-])cc2)nc1-c1cccs1 | . | . | . | 2.3 | 720 | i | 2.3% | 0.384 | -0.184 | 0.26 | -0.257 | -0.25 | 1323 | 3.2% | . | . | .
CCOC(=O)CN(C(=O)CSc1nnc(-c2ccc(OC)c(OC)c2)o1)c1ccc(F)cc1 | i | -30.7 | -0.8% | 4.8 | 771 | i | -2.7% | -0.627 | -0.203 | -0.144 | 0.148 | -0.75 | 982 | -3.3% | 2.3 | 2.3 | 8.7
COCc1cc(=O)[nH]c(Nc2nc(C)c3ccccc3n2)n1 | i | 6.4 | 0.9% | 2.7 | 746 | i | 4.6% | 1.07 | -0.204 | 0.633 | -0.016 | -0.53 | 919 | 1.6% | 0.9 | 2.2 | 8.1
Cc1occc1C(=O)NNC(=O)C1CC1 | i | 2.3 | 1.5% | 3.5 | 730 | i | -3.8% | 1.22 | -0.308 | 0.167 | -1.04 | -0.03 | 1218 | -8.8% | 1.5 | 2.3 | 2.5
O=C(Nc1nc2ccccc2s1)c1cnccn1 | i | -6.6 | -4.4% | 1.2 | 786 | i | 0.8% | 0.158 | 0.133 | 0.418 | 0.436 | 1.26 | 944 | -2.1% | 1.6 | 0.9 | 3.3
COc1ccccc1/C(C)=N/NC(=S)NCc1ccccc1 | i | -0.6 | 1.6% | 4.5 | 654 | i | -0.4% | -0.759 | -0.378 | -0.682 | 0.822 | -0.59 | 1167 | -4.6% | 3.0 | 3.0 | 3.3
CC(C)CNC(=O)CC(NCC(C)C)C(=O)O (centres undefined) | i | 8.7 | -0.2% | 29.0 | 610 | i | 1.1% | -1.51 | 0.165 | -0.842 | 2.91 | 0.45 | 1279 | 8.9% | 2.6 | 2.0 | 6.5
O=C(/C=C/c1cccs1)c1ccc(NC(=O)c2ccccc2F)cc1 | i | 5.8 | 0.3% | -0.3 | 784 | i | 6.5% | -1.3 | -0.275 | -0.826 | 1.01 | 0.07 | 1188 | 2.5% | 4.2 | 2.3 | 9.5
O=c1oc(-c2cccc(Cl)c2)nc2c1cnn2-c1ccccc1 | i | -14.6 | -3.7% | 6.1 | 736 | i | -4.3% | -1.04 | 0.0848 | -0.293 | -0.0409 | 0.35 | 781 | -0.8% | 2.1 | 1.8 | 5.0

Record cards, from the list above. Values in the order: Autophagy mod	Autophagy mod cell loss 18 h	CSM14.1 death rescue	Hep lipid drop	Hep lipid drop cells 6.5 µM	Yfh1-off respiration	P. falciparum M1AAP	Dynein transport	Dynein transport cytoplasmic EGFP	Dynein transport nuclear GR-EGFP	Dynein transport cell count	Ins promoter up	Ins promoter up cell count	P. falciparum M17LAP	MT stabilizer	MT stabilizer Hoechst-high %	MT stabilizer cytotoxicity %
Cc1occc1C(=O)NNC(=O)C1CC1 is listed as i	2.3	1.5%	3.5	730	i	-3.8%	1.22	-0.308	0.167	-1.04	-0.03	1218	-8.8%	1.5	2.3	2.5
COCCNC(=O)Cc1ccc(F)cc1 is listed as i	-2.3	-5.3%	13.6	671	i	1.9%	-0.856	-0.314	-0.831	1.39	3.03*	1305*	9.5%	6.6	2.2	4.6
